# Hsp70 displacement: Hsp70 inhibitors, probe displacement, primary screen, biochemical, fluorescence polarization (AID 583); Heat shock 70 kDa protein 1A (Homo sapiens); Hsp70 fluorescence polarization probe displacement, mP; higher % means a stronger effect; displacement, % at 20 µM, or IC50 in µM where a hit was titrated; actives 0.06% (n = 140,000); in the data active = displacement above about 50%;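 note: plate controls were vehicle for no effect and reference ligand for full effect; a part of the inactive calls stands beside numbers as strong as those of hits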
# MKP-3 inhibition: MKP-3 phosphatase inhibitors, primary screen, biochemical, rat enzyme, in vitro (AID 425) | Dual specificity protein phosphatase 6 (Rattus norvegicus) | recombinant MKP-3 phosphatase activity, fluorescence; higher % means a stronger effect | one-dose inhibition, % at 20 µM; IC50 in µM for titrated hits | actives 0.17% (n = 110,000); in the data active = inhibition above about 50%;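 note: plate controls were vehicle for no effect and reference inhibitor for full effect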
# Numbers without * were called inactive; nt = no result given. Some of the compounds tested; count on the stated rates, not on these rows.
cpd	structure	MKP-3 inhibition	Hsp70 displacement
1	O=C(COc1ccccc1)Nc1ccc(NC(=O)c2ccco2)cc1	1%	-1.5%
2	O=C(Nc1ccc(Cl)c2c1C(=O)c1ccccc1C2=O)c1ccc([N+](=O)[O-])cc1Cl	-4%	2.4%
3	COc1cc(NC(=O)c2cccnc2)ccc1NC(=O)c1cc2ccccc2o1	-2%	-3.9%
4	CCCCCSc1nnc2c(n1)[nH]c1ccccc12	1%	-5.8%
5	Cc1cc(C)cc(NC(=O)NC2CCN(CC(=O)Nc3c(C)cc(C)cc3C)CC2)c1	nt	0.5%
6	CCn1c(COc2cccc(C)c2)nnc1SCC(=O)Nc1cccc(C(=O)O)c1	-7%	1.2%
7	Nc1nc2nonc2nc1Nc1ccccc1	-8%	23%
8	COc1ccc(NC(=O)c2oc3ccccc3c2NC(=O)C(C)(C)C)cc1	4%	-2.5%
9	COc1cc(-c2nnn(CC#N)n2)ccc1OCc1ccccc1	-11%	-2.3%
10	O=C(COc1ccc(Br)cc1)Nc1ccc2oc(-c3ccccc3F)nc2c1	6%	0.8%
11	CCN(CC)S(=O)(=O)c1cc(C(=O)N2CCc3ccccc32)ccc1Cl	nt	-4.1%
12	CCn1c(CSc2nnc(C)n2-c2ccccc2)nc2cc(S(=O)(=O)N(C)C)ccc21	1%	4.1%
13	Cc1noc(C)c1S(=O)(=O)NCCN1CCN(c2ccccc2)CC1	4%	4.4%
14	CC(C)(C)c1ccccc1OCC(=O)NCCC(=O)O	-4%	-3.8%
15	Cc1ccc(S(=O)(=O)Nc2c(C)n(C)n(-c3ccccc3)c2=O)cc1	nt	-1.7%
16	COc1ccc(CC(=O)OCn2nnc3ccccc3c2=O)cc1	-10%	-1.7%
17	CCOC(=O)c1[nH]c(C)c(C(=O)NCc2cccnc2)c1C	-4%	-1.1%
18	COc1ccc(NC(=O)c2cnn3c2NC(c2ccccc2)CC3C(F)(F)F)cc1OC (centres undefined)	6%	1.9%
19	C=CCn1c(=O)c2c3c(sc2n2c(Nc4ccc(C(=O)OCC)cc4)nnc12)CCCC3	nt	2.4%
20	CC(C)COP(=O)(c1ccc(N(C)C)cc1)C(O)c1ccncc1 (centres undefined)	8%	-6.1%
21	O=C1C=C(NCC2CCCO2)CC(c2ccccc2)C1 (centres undefined)	8%	0.5%
22	Cc1ccc(C(=O)n2nc(-c3ccccc3)nc2NCc2ccco2)cc1	nt	2.0%
23	CC(C)COc1ccc(Cc2c(O)nc(N)[nH]c2=O)cc1	3%	0.1%
24	CCOc1cc(/C=N/Nc2nc(-c3ccccc3)cs2)ccc1O	3%	-3.3%
25	CCc1ccc(CCC(=O)Nc2sc(C)c(C)c2C(=O)OC)o1	nt	5.2%

# Sorted by SMILES length (ascending): three of the compounds above
cpd	structure	MKP-3 inhibition	Hsp70 displacement
14	CC(C)(C)c1ccccc1OCC(=O)NCCC(=O)O	-4%	-3.8%
17	CCOC(=O)c1[nH]c(C)c(C(=O)NCc2cccnc2)c1C	-4%	-1.1%
20	CC(C)COP(=O)(c1ccc(N(C)C)cc1)C(O)c1ccncc1 (centres undefined)	8%	-6.1%

# Next results
cpd	structure	MKP-3 inhibition	Hsp70 displacement
26	C=CCNC(=S)NNC(=O)C(CCCC)CC(C)O (centres undefined)	nt	-0.2%
27	Cc1cccc(-n2nnc(C(=O)Nc3ccc(F)cc3)c2N)c1	4%	4.9%
28	O=C(NCCCN1CCCC1=O)NC12CC3CC(CC(C3)C1)C2	-13%	6.0%
29	C/C(N)=C(\C#N)C(=O)NCCc1ccccn1	-8%	1.1%
30	CC(=O)Nc1cc(NC(C)=O)cc(C(=O)OCC(=O)N2CC(C)OC(C)C2)c1 (centres undefined)	-7%	-4.4%
31	CCOC(=O)CNC(=O)CSc1ncnc2c1cnn2-c1ccccc1	-6%	1.9%
32	COc1ccccc1N1CCN(C(=O)c2cc(-c3ccc(Cl)c(Cl)c3)on2)CC1	0%	-3.9%
33	CC(=O)Nc1ccc2c(c1)nc(CCN1CCC(C)CC1)n2C	nt	-0.1%
34	COC(=O)c1sc(NC(=O)/C=C/c2cccc([N+](=O)[O-])c2)c(C(=O)OC)c1C	0%	5.5%
35	COC(=O)CNC(=O)c1ccc2c(c1)S(=O)(=O)c1ccccc1C2=O	-9%	-2.4%
36	CCOC(=O)c1c2n(c3ccc(O)cc13)CCC2	nt	5.7%
37	Cc1cccc(NC(=O)CSc2nnc(-c3cc(C)n(-c4ccccc4)c3C)o2)c1C	5%	-6.5%
38	COc1ccc(OCCCCN2CCN(C)CC2)cc1	4%	-0.2%
39	COc1ccc(OC)c(S(=O)(=O)N2CCc3ccccc32)c1	1%	2.0%
40	COC(=O)c1sc(NC(=O)c2ccccc2F)c(C(=O)OC)c1C	-1%	-1.6%
41	O=C(Nc1ccc2nn(-c3cccc4ccccc34)nc2c1)c1ccc([N+](=O)[O-])o1	-1%	0.8%
42	Clc1ccc(N2CCN(/N=C\c3ccc4c(c3)OCO4)CC2)cc1	2%	2.8%
43	C/C(=N\N=C1\NC(=O)C(CC(=O)Nc2ccccc2C(F)(F)F)S1)c1ccco1 (centres undefined)	-2%	0.6%
44	CCOC(=O)c1c(N)sc2c1CCCC2	-6%	5.7%
45	Cc1nn(CC#N)c(=O)n1-c1ccccc1	nt	3.0%
46	CCOc1cc(/C=C2/SC(=S)N(CC)C2=O)cc(Br)c1OCCOc1cccc(OC)c1	3%	-2.2%
47	O=C(Cc1cccs1)Nc1ccc(Br)cc1C(=O)O	4%	0.1%
48	CCOC(=O)CC(Nc1nc(N2CCOCC2)nc(N2CCOCC2)n1)c1ccccc1Cl (centres undefined)	-4%	7.5%
49	CCCCNc1nc2c(c(=O)n(C)c(=O)n2C)n1CCC	0%	nt
50	CC(CCc1ccco1)NC(=O)Nc1cccc(F)c1 (centres undefined)	-7%	-3.2%
51	CC(C)COc1ccc(C(=O)Nc2ccc([N+](=O)[O-])cc2)cc1	-2%	2.9%
52	C=CCNC(=O)c1ccc(C(=O)c2cc(OC)ccc2OC)cc1	3%	-2.3%
53	CC(C)c1ccc(NC(=O)N(CCc2nc3ccccc3[nH]2)C2CCCC2)cc1	nt	6.3%
54	Cc1onc(-c2ccccc2)c1C(=O)n1cc(Br)cn1	nt	-5.3%
55	COc1ccc(N(CC(=O)Nc2cccc3ccccc23)S(=O)(=O)c2ccc(C)cc2)cc1OC	0%	-3.3%
56	CCOC(=O)/C(=C/c1cc2ccccc2n1C)[N+](=O)[O-]	-3%	-1.1%
57	O=C(NC1CCCCC1NC(=O)c1ccco1)c1ccco1 (centres undefined)	-17%	-3.0%
58	O=C(Nc1ccc(N2CCOCC2)cc1)c1ccc(-c2ccc(Cl)cc2Cl)o1	5%	4.4%
59	Cc1cc(NC(=O)c2ccccc2-c2ccccc2C(=O)O)no1	8%	7.0%
60	CCN(CC)C(=O)CSc1nnc(-c2ccco2)o1	nt	2.8%
61	Cc1cc(C)c2nc3s/c(=C\c4cc5c(cc4Br)OCO5)c(=O)n3c2c1	0%	-0.4%
62	CC(C)(C)c1cc(Br)ccc1OCC(=O)NCc1ccccc1	4%	-7.4%
63	COc1ccccc1CNC(=O)C(CC(C)C)NC(=O)C1CCC(C)CC1 (centres undefined)	nt	2.7%
64	C#CCC(CC#C)(C(=O)OCC)C(=O)OCC	1%	0.7%
65	CC1Cc2ccccc2N1S(=O)(=O)c1cccc(C(=O)OCC(=O)NC2CCS(=O)(=O)C2)c1 (centres undefined)	3%	4.7%
66	c1cnc2c(SCc3ccc(-c4nnco4)cc3)cccc2c1	-7%	0.6%
67	CCc1cccc(NC(=O)C(C)Oc2ccc(Cl)cc2Cl)c1 (centres undefined)	4%	-3.6%
68	CCOc1ccc(N(CC(=O)Nc2cccc(C(F)(F)F)c2)S(C)(=O)=O)cc1	5%	-4.8%
69	C=CCc1cccc(/C=N/NC(=O)c2cc(C3CC3)[nH]n2)c1O	4%	-0.9%
70	COc1ccc(N2C(=O)C3C4C=CC(C4=C(C)C)C3C2=O)cc1 (centres undefined)	3%	4.8%
71	Cc1oc2c(CN3CCCC3)c(O)ccc2c(=O)c1-c1ccccc1	-2%	2.0%
72	CC12CCC(C(=O)N3CCN(c4ccccc4)CC3)(CC1=O)C2(C)C (centres undefined)	-11%	1.4%
73	O=C(C1=C(O)C(=O)N(c2ncccn2)C1c1ccc(Cl)c(Cl)c1)c1ccco1 (centres undefined)	-4%	1.7%
74	COc1ccc(NC(=O)Nc2ccc3c(c2)N(C)C(=O)CS3)cc1OC	-8%	-0.1%
75	COc1ccc(/C(N)=N/OC(=O)COc2ccccc2C)cc1	-5%	0.1%

# Remaining list, next part.
cpd	structure	MKP-3 inhibition	Hsp70 displacement
76	Cc1cnc(C(=O)OCC(=O)Nc2oc(-c3ccccc3)c(-c3ccccc3)c2C#N)cn1	-10%	-5.0%
77	Cc1ccc(NC(=O)CSc2nnc(-c3ccccn3)n2C)cc1	-9%	2.1%
78	O=C(CCNS(=O)(=O)c1ccc(Cl)cc1)NCc1ccccn1	0%	7.4%
79	COc1ccccc1NC(=O)C1=C(C)Nc2sc(C#N)c(N)c2C1c1ccco1 (centres undefined)	0%	-1.2%
80	O=C(CN1CCN(c2nc(-c3ccc(F)cc3)cs2)CC1)Nc1ccc2c(c1)OCO2	-4%	0.5%
81	CCCCOc1ccccc1C(=O)NCCCC(=O)O	-4%	0.6%
82	CCOc1ccc(/C(O)=C2\C(=O)C(=O)N(CCN(C)C)C2c2cc(OC)ccc2OC)cc1Cl (centres undefined)	-19%	14%
83	Cc1ccc(C)c(N2C(=O)C3C4C=CC(C5CC45)C3C2=O)c1 (centres undefined)	0%	-0.3%
84	O=c1nc2s/c(=C\c3ccco3)c(=O)n2nc1Cc1ccc(F)cc1	0%	9.8%
85	O=C(CC1CCCCC1)NC1CCCC1	-10%	-1.1%
86	CCOC(=O)c1c(C)c(C(=O)NCc2ccc3c(c2)OCO3)c(C)n1CC	2%	2.3%
87	Cc1cc(NC(=O)c2cnn3c(C(F)(F)F)cc(-c4ccc(Br)cc4)nc23)no1	nt	12%
88	Cc1csc2nc(CCNS(=O)(=O)c3cccs3)cn12	3%	0.5%
89	COc1ccc(C2Nc3cccc4cccc(c34)N2)cc1O	7%	6.5%
90	Cc1ccccc1N(Cc1ccccc1F)S(C)(=O)=O	nt	1.2%
91	O=c1[nH]c(=O)c2nc3cc([N+](=O)[O-])ccc3nc2[nH]1	6%	1.5%
92	COC(=O)c1cc(COC(=O)c2ccc3ccccc3n2)oc1C	-8%	0.2%
93	COc1ccc(C(=O)CSc2nn3c(=O)c(C(C)(C)C)nnc3s2)cc1	-4%	2.7%
94	O=S(=O)(N1CCCCCC1)N1CCN(S(=O)(=O)N2CCOCC2)CC1	-17%	-3.0%
95	Cc1ccc(OCCCN2C(=O)C(=O)c3cccc(C)c32)cc1	nt	2.6%
96	CN1CCN(CCOCCOc2ccccc2)CC1	2%	-6.0%
97	Cc1ccc(NC(=O)COc2ccccc2)cc1[N+](=O)[O-]	5%	0.9%
98	Cc1ccsc1/C=C1\SC(=S)N(C(C)c2ccccc2)C1=O (centres undefined)	2%	-0.1%
99	CCCCNC(=O)Cc1coc2ccc3ccccc3c12	nt	-3.1%
100	COc1ccc(C(CNC(=O)c2cc(=O)[nH]c3ccccc23)N2CCCC2)cc1 (centres undefined)	-4%	-0.3%

# Entries shown so far with two or more sulfur atoms (seven):
cpd	structure	MKP-3 inhibition	Hsp70 displacement
12	CCn1c(CSc2nnc(C)n2-c2ccccc2)nc2cc(S(=O)(=O)N(C)C)ccc21	1%	4.1%
46	CCOc1cc(/C=C2/SC(=S)N(CC)C2=O)cc(Br)c1OCCOc1cccc(OC)c1	3%	-2.2%
65	CC1Cc2ccccc2N1S(=O)(=O)c1cccc(C(=O)OCC(=O)NC2CCS(=O)(=O)C2)c1 (centres undefined)	3%	4.7%
88	Cc1csc2nc(CCNS(=O)(=O)c3cccs3)cn12	3%	0.5%
93	COc1ccc(C(=O)CSc2nn3c(=O)c(C(C)(C)C)nnc3s2)cc1	-4%	2.7%
94	O=S(=O)(N1CCCCCC1)N1CCN(S(=O)(=O)N2CCOCC2)CC1	-17%	-3.0%
98	Cc1ccsc1/C=C1\SC(=S)N(C(C)c2ccccc2)C1=O (centres undefined)	2%	-0.1%

# The list continues.
cpd	structure	MKP-3 inhibition	Hsp70 displacement
101	Cc1c([N+](=O)[O-])cc2[nH]c(=O)c(=O)[nH]c2c1[N+](=O)[O-]	1%	8.0%
102	CCOC(=O)C1=C(C)N(CCO)C(=O)NC1c1cccc(O)c1 (centres undefined)	-10%	-3.9%
103	CCCN1C(=O)CC(c2ccco2)Sc2ccccc21 (centres undefined)	6%	2.0%
104	O=C1CCC(C23CC4CC(CC(C4)C2)C3)=NN1	1%	3.5%
105	O=C(CN1CCN(Cc2ccccc2Cl)C1=O)NCC1CCCO1 (centres undefined)	-11%	4.3%
106	O=C(c1ccc(-c2ccccc2)cc1)N1CCN(c2nc3ccccc3o2)CC1	-5%	-0.9%
107	CC1(C(=O)NC2CCCCC2)CCC(=O)N1Cc1cccs1 (centres undefined)	-10%	-0.7%
108	CC1(C)Oc2ccc(C(=O)N3CCOCC3)cc2N(CC(=O)N2CCOCC2)C1=O	-6%	5.1%
109	Cc1c(Br)c([N+](=O)[O-])nn1CC(=O)NCc1cccnc1	nt	0.0%
110	O=C(NCCO)c1cccc(S(=O)(=O)N2CCCCC2)c1	-11%	-4.9%
111	CC(C)(C)c1nc2ccccc2c(=O)n1N1C(=O)c2ccccc2C1=O	nt	0.3%
112	CC12CNCC(C)(CN(Cc3ccc(Br)cc3)C1)C2	5%	-1.9%
113	Cc1cccc(Nc2ncnc3nc[nH]c23)c1C	-9%	1.7%
114	CCn1c(SCC(=O)N2c3ccccc3Sc3ccccc32)nc2c1c(=O)n(C)c(=O)n2C	-6%	4.9%
